Menin-MLL TR inh: qHTS Assay for Inhibitors Targeting the Menin-MLL Interaction in MLL Related Leukemias: Competition With Texas Red Labeled MLL-derived Mutant Peptide; O00255; Menin + Texas Red MLL mutant peptide, fluorescence polarization; Potency, µM (top dose mostly 61.6 µM), for inactives: top-dose FP activity change, negative = inhibition, hits mostly inhibitors; 270,000 compounds, 0.23% hits; AID 1768, 2009; active = well fitted inhibition curve with a large enough effect in the polarisation, with a control signal flat, not every such curve was filed as active; inconclusive = small, poorly fitted or top-dose-only effect, or effect the other way, or a change in a side signal; inactive = no such curve, though single readings can be large or run the other way; the % refers to the polarisation; note: potency is the fitted concentration of half-maximal effect; % of control where 0% means no effect; many of its hits are not listed in these tables
Eya2 phos inh: qHTS Assay for Inhibitors of the Phosphatase Activity of Eya2. Protein phosphatase EYA2 (Homo sapiens), O00167. recombinant Eya2, OMFP fluorescence dephosphorylation (OMFP is methylfluorescein phosphate). Potency, µM (highest dose often 76.9 µM), without a hit: at the top dose activity, negative = inhibition, hits mostly inhibitors. 330,000 compounds, 0.006% hits. AID 488837, 2010; note: potency is the fitted concentration of half-maximal effect; % is set by controls: 0 for no effect and ±100 for the full control effect
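Eya2 (0.2 uM) preincubated 10 min at ambient with compound, then OMFP substrate added at 50 uM; 10 min reaction in 50 mM HEPES pH 7.5, 50 mM NaCl, 5 uM MgCl2, 0.05% BSA, 1 mM DTT. Fluorescence read at Ex 485/Em 525 nm.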
MBNL1-CUG inh: qHTS Assay for Inhibitors of MBNL1-poly(CUG) RNA binding. Muscleblind-like protein 1 (Homo sapiens), Q9NR56. Potency, µM (series often up to 57.5 µM), without a hit: at the top dose activity change, negative = inhibition, hits mostly inhibitors. TR-FRET MBNL1-His/biotin-(CUG)12 binding, 665/545 ratio. 280,000 compounds, 0.036% hits; active = well fitted inhibition curve with a large enough effect in the signal ratio, with a control signal flat, not every such curve was filed as active; inconclusive = small, poorly fitted or top-dose-only effect, or effect the other way, or a change in a side signal; inactive = no such curve, though single readings can be large or run the other way; the % refers to the signal ratio; note: potency is the fitted concentration of half-maximal effect; % is set by controls: 0 for no effect and ±100 for the full control effect
Target sequence (Q9NR56 whole entry, looked up): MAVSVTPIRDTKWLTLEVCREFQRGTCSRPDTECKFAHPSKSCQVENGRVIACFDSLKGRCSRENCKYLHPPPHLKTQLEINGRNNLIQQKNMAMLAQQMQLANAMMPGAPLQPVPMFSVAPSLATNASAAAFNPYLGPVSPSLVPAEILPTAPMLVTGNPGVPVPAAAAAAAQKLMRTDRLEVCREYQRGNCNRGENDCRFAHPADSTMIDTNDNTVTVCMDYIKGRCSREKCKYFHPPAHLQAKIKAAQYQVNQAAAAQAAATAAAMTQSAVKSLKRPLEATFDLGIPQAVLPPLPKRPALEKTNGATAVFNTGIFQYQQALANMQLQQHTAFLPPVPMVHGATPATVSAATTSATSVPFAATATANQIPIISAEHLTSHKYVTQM
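Compounds (final 92 nM to 58 uM) are added to His-tagged MBNL1 and biotin-(CUG)12, then terbium anti-His antibody and streptavidin-XL665 (5 nM final). After 60 min at room temperature, the 665/545 nm ratio is read.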
PKM2 activator: qHTS Assay for Activators of Human Muscle isoform 2 Pyruvate Kinase; 260,000 compounds, 0.34% hits; purified PKM2, Kinase-Glo ATP luminescence, activation; response scale: 0% is enzyme alone, no compound; AID 1631, 2009; Potency, µM (series often up to 57.5 µM), for inactives: top-dose activation, hits mostly activators; Pyruvate kinase PKM (Homo sapiens), P14618; note: potency is the fitted concentration of half-maximal effect; % is set by controls: 0 for no effect and ±100 for the full control effect; nearly all actives have a fitted effect of over 55% in size
Target sequence (P14618 whole entry, looked up, canonical isoform): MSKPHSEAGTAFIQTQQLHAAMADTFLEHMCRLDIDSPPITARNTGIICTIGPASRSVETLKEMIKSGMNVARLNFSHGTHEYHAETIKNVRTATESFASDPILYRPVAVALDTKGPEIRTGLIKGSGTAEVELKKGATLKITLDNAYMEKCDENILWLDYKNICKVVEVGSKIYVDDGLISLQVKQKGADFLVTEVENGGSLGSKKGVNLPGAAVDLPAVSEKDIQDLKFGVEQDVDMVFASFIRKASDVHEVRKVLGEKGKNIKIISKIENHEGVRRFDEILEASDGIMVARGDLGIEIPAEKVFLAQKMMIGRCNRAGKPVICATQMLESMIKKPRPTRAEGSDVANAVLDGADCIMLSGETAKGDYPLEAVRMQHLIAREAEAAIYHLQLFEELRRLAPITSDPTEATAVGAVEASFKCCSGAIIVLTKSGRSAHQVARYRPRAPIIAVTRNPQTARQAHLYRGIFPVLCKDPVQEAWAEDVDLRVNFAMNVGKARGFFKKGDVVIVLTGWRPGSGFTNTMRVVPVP
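Purified hPK-M2 (>95% pure) converted ADP (0.1 mM final) to ATP with 0.5 mM PEP in 50 mM imidazole pH7.2, KCl, MgCl2, Tween 20, BSA; 1 h at room temperature. ATP detected by Kinase-Glo luminescence.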
USP2a block: qHTS Assay for Inhibitors of Ubiquitin-specific Protease USP2a Using CHOP2 as the Reporter; Ubiquitin carboxyl-terminal hydrolase 2 (Homo sapiens), O75604; 330,000 compounds, 0.01% hits; USP2 core, Ub-CHOP2 coupled fluorogenic reporter, 485/531; Potency, µM (titrated, usually from 38.3 µM), without a hit: at the highest dose activity change, negative = inhibition, actives largely listed as inhibitors;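 note: potency is the fitted concentration of half-maximal effect; plate controls were DMSO wells for no effect and full inhibition by NEM control for full effect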
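USP2 core (10nM final) preincubated 30min RT with compound in 20mM Tris-HCl pH 8.0, 2mM CaCl2, 2mM beta-mercaptoethanol, 0.05% CHAPS; 25nM Ub-CHOP2 plus 25nM reporter substrate added, fluorescence (Ex485/Em531) read after 60min.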
Mito fusion yeast: qHTS Assay for Small Molecule Inhibitors of Mitochondrial Division or Activators of Mitochondrial Fusion; Potency, µM (series often up to 46.1 µM), for the others: at the highest dose growth rescue (activation), usual class: activators; S. cerevisiae fusion-defective mutant growth rescue, CellTiterGlo 48 h; 320,000 compounds, 0.23% hits; AID 485298, 2010;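 note: potency is the fitted concentration of half-maximal effect; % of control where 0% means no effect; nearly all actives have a fitted effect of over 45% in size; temperature-sensitive fusion mutants such as fzo1-1 at 37 °C on non-fermentable ethanol glycerol medium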
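Yeast fusion mutant, YPEG (non-fermentable carbon), compound, 48 h at 37C non-permissive; CellTiterGlo added, 10 min RT, luminescence read. Rescued growth = division inhibition.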
KCNH2 WT inh: qHTS for Inhibitors of KCHN2 3.1: Wildtype qHTS; AID 720551, 2013; 340,000 compounds, 0.37% hits; U2OS, BacMam KCNH2, thallium flux FluxOr; active compounds read low; Voltage-gated inwardly rectifying potassium channel KCNH2 (Homo sapiens), Q12809; activity change, % at 1.84 µM;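 active = maximum activity change below -70%; inconclusive = maximum activity change between -70% and -50%; inactive = maximum activity change above -50%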; note: % is set by controls: 0 for no effect and ±100 for the full control effect
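U2OS cells transduced with wild-type KCNH2 virus are loaded with FluxOr dye for 45 min, and thallium flux is measured in kinetic reads before and after stimulation buffer. Rate constants are normalized to DMSO controls.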
ASM inhibitor: Inhibitors of Secretory Acid Sphingomyelinase (S-ASM): qHTS | placental ASM, HMU-PC fluorogenic substrate, 60 min | Potency, µM (series often up to 57.5 µM), inactives show top-dose activity change, negative = inhibition, actives largely listed as inhibitors | 340,000 compounds, 0.006% hits | AID 504937, 2011; note: potency is the fitted concentration of half-maximal effect
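qHTS format. ASM enzyme prepared from human placenta hydrolyses the fluorogenic substrate HMU-PC0 (9 uM final) over 60 min at 37 °C after a 10 min compound preincubation.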
BCR signal inh: qHTS Assay to Find Inhibitors of Chronic Active B-Cell Receptor Signaling. 340,000 compounds, 0.05% hits. AID 493014, 2011. ABC-DLBCL IkBa-CBG/CBR reporter, luminescence ratio, 4 h. Potency, µM (highest dose often 46.1 µM), inactives show top-dose ratio change, negative = lower green/red ratio, hits mostly inhibitors; active = well fitted inhibition curve with a large enough effect in the signal ratio, with a control signal flat, not every such curve was filed as active; inconclusive = small, poorly fitted or top-dose-only effect, or effect the other way, or a change in a side signal; the % refers to the signal ratio;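 note: potency is the fitted concentration of half-maximal effect; plate controls were basal doxycycline-induced cells for no effect and cells given 10 µM MG132 for full effect; MG132 reads +100%, hits lower the ratio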
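Compounds up to 46 uM were incubated four hours with TMD8 cells whose green CBG68 luciferase is fused to IkappaBalpha; red CBR luminescence normalised the signal, and concentration-effect curves were fitted to fusion, red and ratio data.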
TSHR antagonist: Antagonists of the Thyroid Stimulating Hormone Receptor: HTS campaign; Thyrotropin receptor (Homo sapiens), P16473; TSHR-expressing cells, TSH-stimulated cAMP HTRF, 2 h; active compounds read low; activity change, negative = inhibition, % at 11.5 µM; 330,000 compounds, 0.2% hits; AID 504810, 2011;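 active = activity change below a set negative limit, meaning inhibition stronger than a set level, cut at about -70% in these data; inconclusive = activity change between two set negative limits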; note: % is set by controls: 0 for no effect and ±100 for the full control effect
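Antagonism was scored as loss of TSH-driven cAMP in TSHR cells, stimulated with 4nM TSH (EC80) for 2 hours at 37 deg C and detected by homogeneous HTRF competition immunoassay.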
GALK inhibitor: qHTS Assay for Inhibitors of Human Galactokinase (GALK) | Potency, µM (top dose mostly 57.5 µM), inactives show at the top dose activity change, negative = inhibition, hits mostly inhibitors | Purified GALK, Kinase-Glo residual ATP luminescence | P51570 | 270,000 compounds, 0.007% hits; note: potency is the fitted concentration of half-maximal effect; % is set by controls: 0 for no effect and ±100 for the full control effect
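GALK at 5 nM final was combined with compound, 35 uM ATP and 100 uM galactose in HEPES pH8.0 with MgCl2 and DTT. The reaction ran one hour at room temperature before luminescent ATP detection.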
* marks the source's active call; other numbers are inactive results; ? = inconclusive; · = no result given; & = joins results of further samples; [ ] = another dose, or the depositor's remark. Unless noted, calls come from the whole dose curve; as a rule, active = well fitted curve in the direction sought with a large enough effect; inconclusive = small, poorly fitted or top-dose-only effect, or another doubt; inactive = no such curve, though single readings can be large; an effect the other way counts as inactive or inconclusive. Not all compounds are listed; rates above refer to the full screens.

SMILES	Menin-MLL TR inh	Eya2 phos inh	MBNL1-CUG inh	PKM2 activator	USP2a block	Mito fusion yeast	KCNH2 WT inh	ASM inhibitor	BCR signal inh	TSHR antagonist	GALK inhibitor
O=C(Nc1ccc(-c2csc(Nc3ccccc3)n2)cc1)c1cc([N+](=O)[O-])cc(C(F)(F)F)c1	·	-4.5%	5.7%	-11.2%	8.8%	-44.1%[inhibitor]	13.6	83.5%	6.6%	-11.2	-0.8%
CCN(CC)CCN1C(=O)C2C(C(=O)Nc3cccc(C)c3)C3C=CC2(O3)C1C(=O)NC1CCCC(C)C1C (stereo not drawn)	14.0%	-3.1%	-0.1%	-0.9%	1.7%	-3.0%	28.4	-0.6%	1.6%	-11.9	-3.4%
COc1ccc2nc(Nc3nc(CSc4ccc(C)cc4)cc(=O)[nH]3)nc(C)c2c1	4.5%	1.8%	0.6%	-28.1%	-0.7%	6.2%	-1.8	-13.3%	-5.5%	25.8	-2.5%
S=c1[nH]nc(C23CC4CC(CC(C4)C2)C3)n1Cc1ccco1	·	3.5%	-0.5%	-4.8%	-0.5%	4.0%	-34.6	-2.2%	?	-8.9	-1.2%
CCC(C(=O)NC(C)CCc1ccco1)n1nc(C)n2c(cc3occc32)c1=O (stereo not drawn)	-0.8%	-21.4%	6.1%	23.8%	3.9%	-0.3%	-4.9	0.4%	4.3%	4.1	-3.0%
O=S(=O)(NCCCN1CCN(c2ccccc2F)CC1)c1cccc2cccnc12	1.9%[11.7 µM]	-0.6%	12.3%	6.1%	-0.2%	2.1%	-3.8	-7.6%	-9.2%	-6.7	-0.4%
Cc1ccc(C)c(N(CC(=O)NC2CCCC2)C(=O)c2cc3cc4cc(C)ccc4nc3s2)c1	-18.8%	-12.1%	-8.1%	-4.1%	1.1%	0.5%	-1.6	0.7%	0.7%	-6.6	1.4%
Cc1cccc(C(=O)NC(=S)Nc2ccc(S(=O)(=O)N3CCN(C)CC3)cc2)c1	-1.9%	2.3%	-13.2%	-1.9%	-1.3%	-4.0%	2.9	-1.0%	2.2%	-4.2	-2.6%
O=c1oc2ccccc2cc1-c1csc(Nc2nc3ccc(F)cc3s2)n1	11.3%	7.4%	·	9.2%	3.2%	0.2%	·	·	-0.4%	-1.6	-0.5%
COc1c(Cl)cc(Cl)cc1CNCCNCCO	-23.5%	-23.6%	4.6%	-1.4%	-1.5%	-2.5%	-9.6	2.5%	-13.4%	5.6	-1.3%
COc1cccc(N2C(=O)CC(N3CCN(S(=O)(=O)c4ccccc4)CC3)C2=O)c1 (stereo not drawn)	5.9%	-30.3%	0.6%	-0.2%	0.1%	-4.2%	1.2	1.6%	-5.6%	-7.2	-1.6%
Cn1nnnc1Sc1ncnc2scc(-c3cccc(Br)c3)c12	·	18.6%	·	·	1.1%	·	·	-5.5%	-0.6%	7.5	·
Oc1c(C=C2N=c3ccccc3=N2)sc(=S)n1-c1ccc2ccccc2c1	·	4.9%	14.7%	0.8%	2.9%	-2.8%	21.1	-2.5%	?	-1.3	0.9%
O=C(NCCC1=CCCCC1)Nc1ccc2nsnc2c1	20.4%	5.5%	36.4%[activator]	-9.9%	2.8%	5.3%	-0.8	278.7%[activator]	12.7%	-9.6	1.2%
Cc1nonc1OCCN1CCN(c2ccccc2[N+](=O)[O-])CC1	-12.8%	-7.2%	?	-3.8%	0.0%	-7.3%	-5.1	-5.1%	4.4%	2.7	4.1%
CC(C)(C)c1cc(CSC(=S)NC2CCS(=O)(=O)C2)c(Br)c(C(C)(C)C)c1 (stereo not drawn)	32.8%[activator]	7.4%	2.8%	-2.0%	0.0%	0.8%	5.0	-4.4%	10.1%	-6.0	-0.6%
CCCNC(=O)Cn1c(-c2ccc(F)cc2)cc(C(=O)OCC)c1C	-3.9%	-5.6%	-10.3%	-1.8%	-2.7%	11.1%	-4.9	4.6%	14.2%	13.6	-1.5%
O=C(COC(=O)Cc1ccccc1F)Nc1cccc(F)c1	22.0%	2.3%	·	2.7%	1.3%	-3.6%	5.5	-4.2%	?	2.9	-0.2%
Cc1cc(=O)oc2cc(OC(=O)C3CCN(C(=O)c4ccc(F)cc4)CC3)ccc12	·	-4.1%	·	·	2.1%	16.0%	4.0	·	2.6%	11.0	·
CC1(C(=O)NCC2CCCO2)Oc2cccnc2NC1=O (stereo not drawn)	22.0%	6.1%	-5.1%	-0.4%	8.1%	3.1%	-12.9	3.1%	?	8.0	-2.6%
CC1(C)Cc2c(sc(NC(=O)C(=O)NCC3CCCO3)c2C(N)=O)CO1 (stereo not drawn)	·	0.0%	18.7%	·	1.4%	0.9%	-95.4*	-2.4%	-0.3%	-8.3	-4.0%
COC(=O)c1c(NC(=O)CCCC(=O)O)sc2c1CCC2	-0.3%	18.6%	-1.3%	-2.2%	-1.3%	3.7%	41.0	8.9%	-16.8%	-12.3	-5.3%
COC(=O)C1Cc2c([nH]c3ccccc23)CN1C(C)=O (stereo not drawn)	7.1%	-4.8%	6.8%	·	-0.5%	-9.6%	-0.7	10.1%	-0.5%	-2.6	1.1%
CCn1cc(C(=O)NCCCN2CCCC(C)C2)c(=O)c2cc(S(=O)(=O)N(C)C3CCCCC3)ccc21 (stereo not drawn)	-25.6%	-10.7%	-3.0%	0.0%	3.1%	-3.4%	-18.8	-9.0%	?	-3.2	14.8%
O=C(Nc1ccccc1)C1COc2ccccc2O1 (stereo not drawn)	-1.4%	-1.4%	-2.6%	-5.7%[11.5 µM]	0.7%	1.2%	-4.7	1.8%	?	-7.3	-1.6%
Cn1c(=O)n(C)c2cc(N3CCCC3)c(NC(=O)c3cccc(F)c3)cc21	0.2%	-0.4%	-2.3%	·	-1.0%	21.0%	-10.7	-0.6%	?	-4.2	-0.2%
COc1ccc(OC)c(N(C)S(=O)(=O)c2ccc3c(c2)N(C(C)=O)CCO3)c1	-6.2%	-14.1%	1.1%	·	-0.3%	0.5%	-25.4	8.1%	1.5%	9.1	3.0%
CCCS(=O)(=O)N1CCCC(C(=O)NCCN2CCOCC2)C1 (stereo not drawn)	-13.8%	14.1%	-7.1%	2.1%	1.7%	-1.2%	5.2	2.5%	3.6%	2.4	1.3%
Cc1cc(NC(=O)CSc2nnc(COc3cccc(C)c3C)n2Cc2ccco2)no1	-3.3%	-18.7%	2.8%	0.4%	-3.9%	-0.4%	7.3	-1.9%	?	0.2	2.3%
CCOc1ccc(CC(=N)C2=C(O)CC(C)(C)CC2=O)cc1OCC	1.5%	-1.9%	·	-0.8%	1.2%	-6.2%	0.8	-1.5%	-3.7%	2.6	2.9%
Oc1c(CNc2ccccc2)cc(COCc2ccccc2)c2cccnc12	·	-2.7%&-4.6%	·	·	-2.3%&-5.1%	4.3%	·	-9.3%	-9.8%&-6.3%	18.9&16.9	·
COc1ccc(Nc2ncnc3sc(C)cc23)c(OC)c1	-0.3%	-10.7%	-2.9%	-3.8%	0.1%	-0.5%	1.0	-3.0%	?	-14.7	-0.2%
